# Source: PubChem BioAssay (National Center for Advancing Translational Sciences (NCATS))
# 12-LOX inh: inhibitors of human 12S-lipoxygenase ALOX12; P18054; purified 12hLO, xylenol orange hydroperoxide absorbance; Potency, µM (top dose mostly 108 µM), without a hit: top-dose activity change, negative = inhibition, usual class: inhibitors; hit rate 1.1% among 580,000; note: potency is the fitted concentration of half-maximal effect; % is set by controls: 0 for no effect and ±100 for the full control effect
#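 Hydroperoxide product was detected by ferrous iron/xylenol orange as the 573 to 405 nm absorbance ratio. Arachidonic acid at 40 uM (final) was turned over for 30 min at room temperature by 150 nM human 12hLO, pH 7.0 Hepes buffer, after 15 min compound preincubation.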
# D2 ag: D2 dopamine receptor (human) agonism. activation, % at 2 µM. P14416. AID 485358. hit rate 0.53% among 340,000. HEK293 T-REx D2 cells, calcium flux agonist mode;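 active = activation over 3 SD above normal in the single-dose calcium agonist read, cut at about 30% in these data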; note: 0% is about no effect
#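 Agonism is scored from calcium flux in a force-coupled, inducible HEK293 cell line expressing D2, read kinetically for 180 s after compound addition against dopamine controls.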
# D2 antag: antagonists of human D2 dopamine receptor. HEK293 TREx D2 cells, calcium flux, dopamine EC80. P14416. hit rate 2% among 340,000. inhibition, % at 10 µM; in the data active = inhibition above about 30%; note: 0% is about no effect
#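 Overnight-induced (tetracycline, 30 C) HEK293 T-REx cells carrying force-coupled D2 receive a no-wash calcium dye, then compound, then EC80 dopamine at 180 s; signals are read kinetically throughout.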
# Vif-A3G inh: blocks the Vif interaction with human APOBEC3G | hit rate 0.076% among 410,000 | AID 602310 | Potency, µM (top dose mostly 46.1 µM), for inactives: at the highest dose activity, negative = active, hits mostly inhibitors | HeLa A3G-eYFP + Vif (tagged APOBEC3G with the HIV-1 protein that degrades it), YFP fluorescence, overnight;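 note: potency is the fitted concentration of half-maximal effect; % is set by controls: 0 for no effect and ±100 for the full control effect; nearly all actives have a fitted effect of over 60% in size; hits raise eYFP signal because A3G escapes Vif-driven loss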
# Target sequence (Q9HC16 whole entry, looked up): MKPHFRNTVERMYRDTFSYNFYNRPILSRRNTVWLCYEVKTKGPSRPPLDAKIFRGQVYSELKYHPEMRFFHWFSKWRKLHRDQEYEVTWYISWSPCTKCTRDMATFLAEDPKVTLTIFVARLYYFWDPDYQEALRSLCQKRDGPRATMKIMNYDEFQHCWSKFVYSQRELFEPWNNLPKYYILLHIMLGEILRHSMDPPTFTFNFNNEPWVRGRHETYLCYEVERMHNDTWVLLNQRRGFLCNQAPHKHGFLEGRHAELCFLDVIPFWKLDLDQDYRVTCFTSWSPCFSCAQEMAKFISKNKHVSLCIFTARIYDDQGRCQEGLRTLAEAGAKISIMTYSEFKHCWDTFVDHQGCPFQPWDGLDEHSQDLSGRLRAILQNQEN
#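 HeLa cells stably expressing Vif and C-terminally eYFP-tagged A3G, seeded overnight at 37 deg C, then exposed to compound by pintool overnight at 37 deg C. Rise in yellow fluorescence (Ex 488/Em 500-530, Acumen) marks blocked Vif-driven A3G degradation.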
# Vif-APOBEC3F blk: Vif-A3F binding inhibition; AID 602313; HeLa A3F-eYFP + Vif (tagged APOBEC3F with the HIV-1 protein that degrades it), YFP fluorescence increase; Potency, µM (highest dose often 46.1 µM), for the others: at the highest dose activity, negative = active; hit rate 0.2% among 390,000; note: potency is the fitted concentration of half-maximal effect; % of control where 0% means no effect; nearly all actives have a fitted effect of over 65% in size
#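 HeLa cells stably expressing Vif plus C-terminally eYFP-tagged A3F were seeded, incubated overnight at 37 deg C, dosed with compound, incubated overnight again at 37 deg C. Yellow fluorescence (Ex 488/Em 500-530) reported blocked Vif-mediated A3F-eYFP degradation.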
# ERG Ets-DNA blk: blocks human ERG Ets domain binding to DNA; P11308; fluorescence polarization, His-ERG Ets domain / labelled DNA; Potency, µM (top dose mostly 76.9 µM), without a hit: at the highest dose FP activity, negative = inhibition, hits mostly inhibitors; hit rate 0.028% among 370,000; active = well fitted inhibition curve with a large enough effect in the polarisation, with a control signal flat; inconclusive = small, poorly fitted or top-dose-only effect, or effect the other way, or a change in a side signal; inactive = no such curve, though single readings can be large or run the other way; the % refers to the polarisation;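 note: polarization taken with two DNA probes labelled with fluorescein and Texas red; potency is the fitted concentration of half-maximal effect; % of control where 0% means no effect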
# Target sequence (P11308 whole entry, looked up, the tested form may be a part): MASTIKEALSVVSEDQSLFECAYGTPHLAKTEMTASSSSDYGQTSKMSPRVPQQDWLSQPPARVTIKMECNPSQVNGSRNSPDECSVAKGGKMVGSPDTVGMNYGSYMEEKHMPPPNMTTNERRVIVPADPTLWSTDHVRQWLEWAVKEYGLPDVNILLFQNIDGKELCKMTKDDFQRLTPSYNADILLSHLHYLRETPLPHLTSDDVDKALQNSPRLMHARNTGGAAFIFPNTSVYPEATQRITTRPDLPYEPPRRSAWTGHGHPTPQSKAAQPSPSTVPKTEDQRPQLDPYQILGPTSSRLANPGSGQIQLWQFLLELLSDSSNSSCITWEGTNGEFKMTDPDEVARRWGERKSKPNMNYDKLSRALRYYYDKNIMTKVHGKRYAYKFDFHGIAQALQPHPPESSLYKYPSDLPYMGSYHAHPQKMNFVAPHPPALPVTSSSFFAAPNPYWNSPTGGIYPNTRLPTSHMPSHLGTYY
#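 His-tagged ERG Ets domain (1 uM in the protein solution; 300mM KCl, 50mM Tris-HCl, 1mM EDTA, 1mM DTT, pH 7.5) received compound, then a probe mix of 5 nM fluorescein-DNA and 100nM Texas-615-DNA. Fluorescence polarization was read for both dyes.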
# RGS4 inhibitor: human RGS4 inhibition; P49798; Transcreener GDP fluorescence polarization, RGS4-accelerated GTP hydrolysis; Potency, µM (titrated, usually from 114 µM), for the others: at the top dose activity change, negative = inhibition, actives largely listed as inhibitors; hit rate 0.039% among 390,000; note: potency is the fitted concentration of half-maximal effect; % is set by controls: 0 for no effect and ±100 for the full control effect; nearly all actives have a fitted effect of over 75% in size; some results filed as inactive show a strong effect at the top dose
# Target sequence (P49798 whole entry, looked up): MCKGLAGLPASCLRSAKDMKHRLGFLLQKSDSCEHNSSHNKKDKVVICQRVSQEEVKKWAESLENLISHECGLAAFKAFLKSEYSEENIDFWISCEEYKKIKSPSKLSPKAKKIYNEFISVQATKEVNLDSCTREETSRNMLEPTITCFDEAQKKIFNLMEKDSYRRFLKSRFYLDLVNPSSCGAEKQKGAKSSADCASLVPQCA
#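 MLSMR compounds (23 nl, pin-transferred) preincubated 10 min at room temperature with a 500nM (2x) first reagent, then RGS4 at 900nM (2x) plus Transcreener GDP mix added; fluorescence polarization (620/688 nm) read before and after 90 min at 30 °C.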
# LDHA block: blocks human lactate dehydrogenase A | purified LDHA, NADH/diaphorase-resazurin fluorescence; hits give low values | activity change, % (values are at about 110 or 230 µM) | hit rate 0.15% among 480,000; in the data active = activity change below about -30%; inconclusive = mostly about -25% to -30%;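 note: plate controls were DMSO wells for no effect and wells without enzyme for full effect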
#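 Resorufin fluorescence (ex540/em590), read at 0 and 20 min after diaphorase/resazurin addition, reports the NADH left after a 5 min room-temperature reaction of 2 nM human LDH5 with 0.06 mM NADH and 0.2 mM pyruvate.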
# Glioma ERSR ind: ER stress response induction in glioma | U87-MG GRP78 promoter luciferase reporter, 16 h | Potency, µM, inactives show top-dose activation, most hits filed as activators | hit rate 0.02% among 420,000; note: potency is the fitted concentration of half-maximal effect; series mostly up to about 76 µM; % of control where 0% means no effect; nearly all actives have a fitted effect of over 35% in size
#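 ERSR induction read as luciferase luminescence (Bright-Glo, 10 min at room temperature) in stably transfected human U87-MG glioma cells exposed to compounds for 16 h, using GRP78 as sensor.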
# * hit, by the source's call; ? = inconclusive; / = not tested or not shown; & = joins results of further samples; [ ] = dose if it differs, or a comment. Unless noted, calls come from the whole dose curve; as a rule, active = well fitted curve in the direction sought with a large enough effect; inconclusive = small, poorly fitted or top-dose-only effect, or another doubt; inactive = no such curve, though single readings can be large; an effect the other way counts as inactive or inconclusive. These rows are one share of the data; rates above refer to the full screens.
SMILES,12-LOX inh,D2 ag,D2 antag,Vif-A3G inh,Vif-APOBEC3F blk,ERG Ets-DNA blk,RGS4 inhibitor,LDHA block,Glioma ERSR ind
O=C(COC(=O)c1cccc(S(=O)(=O)N2CCOCC2)c1)NCc1ccccc1,0%,/,/,-3%,-15%,-9%,16%,-5,-5%
C[C@H](CO)N1C[C@H](C)[C@@H](CN(C)Cc2ccc3c(c2)OCO3)Oc2c(NC(=O)C3CCCCC3)cccc2C1=O,-1%,/,/,0%,-7%,10%,3%,1,-6%
Cc1ccc(NC(=O)Nc2ccccc2C(=O)NCc2ccccc2)cc1,0%,0.3,-7,-4%,1%,-4%,3%,-3,-2%
CCCc1nc2ccc([N+](=O)[O-])cc2[nH]1,-1%,-0.1,-14,0%,5%,-10%,-4%,-17,-4%
CC1CCN(C(=O)COC(=O)CCc2c[nH]c3ccccc23)CC1,2%&7%,1.4,4,0%,-12%,-1%,32%,-4&-16,-2%
O=C(COc1ccc(Br)cc1)Nc1nnc(-c2cccnc2)s1,35%[activator],1.1,-9,-2%,3%,-1%,-10%[11.4 µM],-3,-2%
COCCN(C(=O)c1ccccc1)c1nc(-c2ccc(OC)cc2)cs1,17%,0.1,0,6%,-13%,-6%,-29%,1,-2%
C=C(C)Cn1c(SCC(=O)c2ccccc2)nc2sc3c(c2c1=O)CCCC3,0%,-1.0,/,-9%,4%,-8%,11%,1,1%
CCc1nnc(NC(=O)CSc2nc3c([nH]c4ccccc43)c(=O)n2-c2cc(C)cc(C)c2)s1,-1%,/,/,1%,-12%,-2%,7%,-3,1%
COc1cccc(C(C)(O)c2nc(-c3cnc4ccccc4c3)cs2)c1 (configuration not stated),0%,/,/,1%,/,/,/,-6,1%
COC(=O)c1ccc(N2C(=O)Nc3ccccc3N2O)cc1,-5%,-0.3,4,8%,-7%,-5%,-2%[11.4 µM],-4,-5%
CCOc1ccc(OCC)c(S(=O)(=O)NNC(=O)c2c(C)nc3ccccn23)c1,?,-0.8,2,0%,-3%,3%,-10%,1,-3%
N#CC1=C(N)C2=CCCC[C@H]2[C@H](c2ccc(Br)cc2)C1(C#N)C#N,/,-0.5,-4,?,?,-3%,?,21,13%
O=C(N/N=C/c1ccc(O)cc1)c1csc2c1CCCC2,2%,-0.1,3,-7%,-21%,-10%,-12%,-12,3%
Cc1cc(O)c(C=Nc2cccc(Cl)c2)c(=O)o1,-9%,3.0,0,0%,-5%,91%[activator],-7%,3,-2%
COC(=O)CCSCC(=O)Nc1ccc(S(=O)(=O)N2CCOCC2)cc1OC,8%,0.3,-7,1%,-2%,-5%,-8%[11.4 µM],-2,1%
COc1ccc(NS(=O)(=O)c2ccc(NC(=O)C3CC3)cc2)cc1,361%[activator],0.0,12,3%,1%,-12%,3%,-3,-5%
COc1cccc(NC(=O)c2ccc(NC(=O)C3CC(=O)OC34CCCCC4)cc2)c1 (configuration not stated),26%,1.2,9,-3%,4%,4%,-14%,1,-6%
CC(=O)Nc1ccc(NC(=O)C(C)Sc2nc3ccccc3c(=O)n2Cc2ccco2)cc1 (configuration not stated),-20%,/,/,-3%,4%,1%,-6%,-4,-4%
COc1ccc(-c2ccc(CCC(=O)O)n2CC(=O)Nc2cccc(Cl)c2C)cc1,-20%,0.1,/,-7%,0%,1%,-4%,-11,-1%
COc1ccc(N(CC(=O)NCc2ccco2)S(C)(=O)=O)cc1,-10%,0.3,0,1%,-10%,/,-20%,0,-2%
NC(=S)N/N=C/c1ccc(-c2cc(Cl)cc(Cl)c2)o1,40µM*,0.5,10,-23%,/,-2%,-45%,-1,-6%
CCC(CC)c1nnc(NC(=O)c2cccnc2SC)s1,18%,0.8,4,-7%,-16%,-2%,-45%,-5,-3%
CCCn1nc(C(=O)OCc2nc(N)nc(Nc3ccccc3C)n2)c2ccccc2c1=O,17%&58%,1.0,6,-1%,-10%,3%[15.4 µM],3%,-4&6,0%
COc1cccc(NC(=O)CN(C)C(=O)/C=C/c2cc(OC)ccc2OC)c1,-10%,-0.7,16,-8%,1%,-3%,-18%,-2,-5%

# Additional compounds:
SMILES,12-LOX inh,D2 ag,D2 antag,Vif-A3G inh,Vif-APOBEC3F blk,ERG Ets-DNA blk,RGS4 inhibitor,LDHA block,Glioma ERSR ind
Cc1cccc(C)c1NC1=C(Cl)C(=O)OC1OC(=O)c1ccccc1 (configuration not stated),2%,-0.3,5,-1%,-19%,-18%,-41%,0,3%
CCCn1c(=N)c(C(=O)NC(C)c2ccccc2)cc2c(=O)n3ccccc3nc21 (configuration not stated),?,1.1,/,-4%,8%,3%,14%,-5,-2%
CSc1ccc(CNC(=O)C(C)n2nc(C)c3c(C)n(-c4ccccc4)nc3c2=O)cc1 (configuration not stated),0%,2.0,-4,7%,3%,-6%,-23%[11.4 µM],-4,4%
CCCCn1c(=O)[nH]c(=O)c2c(C(=O)OCC)cc(-c3cccs3)nc21,-9%,1.1,1,-5%,-19%,-8%,-3%,-2,-4%
CCc1nc2c(n1O)CCc1nonc1-2,6%,/,/,2%,-1%,-22%,-13%,3,-3%
CCN(c1ccccc1)S(=O)(=O)c1ccc(F)cc1,5%,-0.7,2,1%,-8%,0%,-13%,-5,-1%
CCCn1c(=O)c(-c2nc3ccccc3[nH]2)c(O)c2ccccc21,2%,0.1,-18,3%,-7%,8%,-12%,-3,6%
C[C@H](CO)N1C[C@H](C)[C@@H](CN(C)S(=O)(=O)c2cccs2)OCc2cnnn2CCCC1=O,11%,/,/,3%,11%,/,/,-17,1%
CCOC(=O)C1(CCc2ccccc2)CCN(C(=O)c2cccc(C)n2)CC1,-13%,0.0,-3,3%,-1%,5%,8%,-2,0%
COc1ccc(NC(=O)COC(=O)/C=C/c2ccccc2[N+](=O)[O-])cc1,4%,-1.0,-19,-1%,-9%,-5%,13%,-11,-5%
COCCCN(Cc1ccco1)C(=O)c1cc2c(s1)-c1ccc(Cl)cc1S(=O)(=O)C2,11%,-0.9,-2,0%,0%,6%,17%[11.4 µM],-2,-4%
O=C(c1ccco1)N1CCN(C(=O)c2ccc(CS(=O)c3ccc(Cl)cc3)o2)CC1 (configuration not stated),15%,0.2,-8,5%,2%,6%,-3%[56.9 µM],-10,0%
Cc1ccc(CSc2nc3ccsc3c(=O)n2Cc2ccccn2)cc1,-26%,-1.4,-8,0%,-23%,-1%,-6%,-11,0%
COc1ccc(CCNC(=O)Cn2cc(C(=O)c3ccccc3)c(=O)c3ccc(C)nc32)cc1OC,-7%,-0.3,/,-1%,-5%,-2%,-29%,-2,-3%
COc1ccc(Cl)cc1NC(=O)C1CCCO1 (configuration not stated),0%,0.5,10,-1%,-10%,0%,1%,-7,-3%
CCc1ccc(NC(=O)C(=O)NNC(=O)c2cccs2)cc1,?,0.2,13,-2%,3%,-2%,19%,0,4%
CCOC(=O)C1(C)CCCCN1C(=O)c1cccnc1 (configuration not stated),1%,/,/,-3%,/,/,/,3,0%
CCOc1ccc(CCNC(=O)c2cc3c(=O)n(C)c4ccccc4c3s2)cc1OCC,2%,-1.1,/,2%,-2%,-21%,-3%,-6,2%
CC(CN1CCCCC1)C(=O)NNC(=O)C12CC3CC(CC(C3)C1)C2 (configuration not stated),4%,0.3,0,3%,?,9%,16%,-2,-4%
CCCC(=O)Nc1cc(-c2nn(C)c(=O)c3ccccc23)ccc1N1CCOCC1,-19%,0.1,2,-8%,-1%,0%,-2%,-1,2%
COC(=O)N/N=C/c1ccc(-c2ccc(Cl)cc2Cl)o1,41%[activator],-1.2,-4,-15%,9%,1%,1%,-10,6%
CC(/C=N/NC(=O)c1ccc(Br)cc1)=C\c1ccccc1,3%,0.7,1,-8%,-10%,/,-30%,-12,7%
O=c1c2[nH]c3ccc(F)cc3c2nc2n1CCS2,-14%,4.4,-3,0%,-61%,4%,-9%,-4,6%
COc1ccc(CNc2cc(C)nc3ncnn23)c(OC)c1,4%,1.3,-11,0%,-1%,-3%,-4%,5,-1%
O=C(Nc1nccs1)c1cc(S(=O)(=O)N2CCOCC2)ccc1Cl,-22%,0.6,-29,-1%,/,-6%,-29%,-2,-4%

# (further entries)
SMILES,12-LOX inh,D2 ag,D2 antag,Vif-A3G inh,Vif-APOBEC3F blk,ERG Ets-DNA blk,RGS4 inhibitor,LDHA block,Glioma ERSR ind
CC(C)CCC(C)NC(=O)c1ccc2nccnc2c1 (configuration not stated),0%,-0.6,-12,-14%,-7%,0%,19%,1,3%
O=C(CCc1ccccc1)N/N=C/c1cccc(O)c1,10%,/,/,-4%,-8%,5%,26%,0,1%
COc1ccc(C(=O)/C=C/c2ccc(O)cc2)c(O)c1CC=C(C)C,-4%,/,/,-18%,-1%,5%,15%,-8,-5%
CCN(CC)C(=O)c1cn(CCC#N)nc1-c1ccc(F)cc1,0%,-0.1,-2,-6%,-7%,-1%,2%,1,-4%
Cc1nc2ccccc2c2oc(C(=O)NC3CC3)cc12,20%,-1.3,-21,-1%,7%,3%,-15%,2,-4%
CCCCCC(=O)NNC(=S)NC(=O)c1ccccc1[N+](=O)[O-],1%,0.7,3,2%,0%,0%,-26%,-15,0%
Cn1c(=O)cc(SCC(=O)NCCC2=CCCCC2)c2cc(Cl)ccc21,?,-1.5,4,0%,4%,5%,5%,-6,-5%
O=C(Nc1nccs1)c1ccc(Cl)c(S(=O)(=O)N2CCCCC2)c1,0%,-1.3,-22,-1%,-17%,0%,9%,0,2%
